# AGP1-GFP MLPCN = modulators of AGP1-GFP expression in yeast TOR pathway, primary screen, cell-based, multiplex flow cytometry, S. cerevisiae, MLPCN library; 3 h; GFP as percent of DMSO wells; AID 2066, 2009; 320,000 compounds, 0.02% hits; GFP response vs DMSO, % at 10 µM;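 active = GFP response relative to DMSO above a set limit, near screen average plus 3 SD, cut at about 150% in these data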;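 also: median GFP channel fluorescence of the gated AGP1 strain per well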
# BCLXL inh = inhibitors of human Bcl-xL, primary screen, biochemical, fluorescence polarization, HTS. inhibition, % at 10.9 µM. GST-Bcl-xL / FITC-Bim BH3 peptide fluorescence polarization. Bcl-2-like protein 1 (Homo sapiens), Q07817. 320,000 compounds, 0.7% hits. AID 2129, 2009;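 active = inhibition above the mean of all tested compounds plus 3 SD, cutoff set per campaign, cut at about 30% in these data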;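 also: 0% = DMSO wells and 100% = unlabeled Bim-BH3 peptide competitor; inhibitors lower millipolarization by displacing the labeled peptide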
# Target sequence (Q07817 whole entry, looked up): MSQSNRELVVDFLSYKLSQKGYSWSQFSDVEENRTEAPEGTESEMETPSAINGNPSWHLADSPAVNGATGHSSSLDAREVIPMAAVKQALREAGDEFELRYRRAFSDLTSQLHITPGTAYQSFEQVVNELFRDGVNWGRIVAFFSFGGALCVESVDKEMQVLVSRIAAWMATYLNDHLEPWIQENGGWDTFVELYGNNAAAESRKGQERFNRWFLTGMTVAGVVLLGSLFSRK
# GLD-1 RNA inh = GLD-1/TGE RNA complex disruptors, primary screen, biochemical, fluorescence polarization; 320,000 compounds, 0.44% hits; purified GLD-1 + fluorescein TGE RNA; AID 2280, 2010; Female germline-specific tumor suppressor gld-1 (Caenorhabditis elegans), Q17339; inhibition, % at 5.96 µM;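 active = percent inhibition above a per-plate cutoff, the plate mean of test compounds plus 3 SD, cut at about 30% in these data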;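 also: 0% = DMSO wells with GLD-1 and probe and 100% = wells lacking GLD-1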
# Yeast superoxide = reduction of superoxide in aged yeast, primary screen, HTS. S. cerevisiae aged cells, superoxide DHE fluorescence; hits give low values. 330,000 compounds, 0.18% hits. superoxide response (% of plate mean), % at 10 µM;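 active = superoxide response under a set limit, about three screen SD below normal, cut at about 65% in these data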;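 also: yeast aged for seven days with compound at 30 °C before DHE staining; 100% = average MFI of all compound-treated wells on the plate with controls excluded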
# CIT2 TOR yeast = modulators of CIT2-GFP expression in yeast, primary screen, S. cerevisiae, GFP fusion, multiplex flow cytometry, MLPCN library | 320,000 compounds, 0.065% hits | AID 2029, 2009 | S. cerevisiae CIT2-GFP strain, 3 h; 100 means same as DMSO wells | GFP response vs DMSO, % at 10 µM;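 active = GFP response relative to DMSO above a set limit, near the screen mean plus 3 SD, cut at about 150% in these data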;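 also: ratio of well median GFP fluorescence to mean of DMSO wells on the plate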
# MCL1 BIM primary = inhibitors of MCL1 binding to BIM-BH3, primary screen, biochemical, fluorescence polarization | GST-MCL1 / FITC-Bim-BH3 fluorescence polarization | AID 2057, 2009 | Induced myeloid leukemia cell differentiation protein Mcl-1 (Homo sapiens), Q07820 | inhibition, % at 10.9 µM | 320,000 compounds, 0.68% hits;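 active = inhibition above the mean inhibition of all tested compounds plus 3 SD, set per campaign, cut at about 40% in these data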;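 also: 0% = DMSO wells and 100% = unlabeled Bim-BH3 peptide control; higher means more loss of mP so more displacement of Bim peptide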
# VLA-4 inh = inhibition in human VLA-4 binding assay, primary screen, VLA-4 allosteric modulator project, MLPCN library, flow cytometry, VLA-4 expressing cells; Integrin alpha-4 (Homo sapiens), P13612; ligand binding flow cytometry; inhibition, % (about 7 µM as worked out from the volumes in the protocol); 330,000 compounds, 0.2% hits; AID 2557, 2010; in the data active = inhibition above about 50%
# GRK2 inh = compounds blocking aptamer binding on GRK2 – biochemical, human GRK2, bead flow cytometry, HTS, primary screen; Beta-adrenergic receptor kinase 1 (Homo sapiens), P25098; FAM-aptamer displacement from GRK2; inhibition of aptamer binding, % at 10 µM; 330,000 compounds, 0.59% hits; AID 488847, 2010;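 active = inhibition of aptamer binding above 40%, roughly 3 SD of noise, on plates passing a quality check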;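 also: median bead fluorescence of bound FAM aptamer so fluorescent compounds give negative values; no value below 0 was filed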
# Target sequence (P25098 whole entry, looked up): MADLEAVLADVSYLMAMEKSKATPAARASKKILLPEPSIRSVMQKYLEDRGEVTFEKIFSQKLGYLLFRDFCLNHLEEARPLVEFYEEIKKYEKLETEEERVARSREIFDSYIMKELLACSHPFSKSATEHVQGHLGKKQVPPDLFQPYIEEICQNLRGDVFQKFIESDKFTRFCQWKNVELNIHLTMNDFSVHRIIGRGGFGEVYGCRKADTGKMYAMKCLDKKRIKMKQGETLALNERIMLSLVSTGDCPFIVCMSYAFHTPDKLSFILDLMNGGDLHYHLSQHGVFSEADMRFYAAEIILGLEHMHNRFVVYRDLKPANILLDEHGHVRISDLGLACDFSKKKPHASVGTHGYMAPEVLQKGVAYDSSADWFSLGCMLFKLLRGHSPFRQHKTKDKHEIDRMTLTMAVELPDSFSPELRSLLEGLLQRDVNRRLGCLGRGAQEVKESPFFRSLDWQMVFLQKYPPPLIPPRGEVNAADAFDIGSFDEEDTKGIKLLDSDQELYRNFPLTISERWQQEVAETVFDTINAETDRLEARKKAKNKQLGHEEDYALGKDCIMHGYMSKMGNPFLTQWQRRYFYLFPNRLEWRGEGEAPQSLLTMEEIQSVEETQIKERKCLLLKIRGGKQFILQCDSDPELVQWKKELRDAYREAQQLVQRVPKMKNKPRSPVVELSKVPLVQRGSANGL
# MEX-5 binding = MEX-5 zinc finger RNA-binding disruptors – biochemical, C. elegans, fluorescence polarization, MLPCN library, primary screen | activity score (negative = inhibition of binding), % at 10 µM | AID 1832, 2009 | 300,000 compounds, 0.38% hits | Zinc finger protein mex-5 (Caenorhabditis elegans), Q9XUB2 | MEX-5/FITC-TCR2 RNA binding; hits give low values;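 active = inhibition past about -25% in most replicates, and total fluorescence under double the plate's negative control median, limit read from the data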;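 also: 0% = DMSO and -100% = 5 µM competing unlabeled TCR2 RNA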
# An asterisk follows results filed as active; i = inactive; nt = no result given.
# Start of the data: the first two compounds as a preview:
SMILES,AGP1-GFP MLPCN,BCLXL inh,GLD-1 RNA inh,Yeast superoxide,CIT2 TOR yeast,MCL1 BIM primary,VLA-4 inh,GRK2 inh,MEX-5 binding
O=C(C(=O)N1CCN(Cc2ccccc2)CC1)c1c[nH]c2ccccc12,101,2,-1,90,104,5,-3,1,nt
N#Cc1cc2[nH]c3ccccc3c2[n+](-c2ccc([N+](=O)[O-])cc2)c1N,100,0,2,111,104,-7,1,3,-3.8

# Main list, from the start:
SMILES,AGP1-GFP MLPCN,BCLXL inh,GLD-1 RNA inh,Yeast superoxide,CIT2 TOR yeast,MCL1 BIM primary,VLA-4 inh,GRK2 inh,MEX-5 binding
O=C(C(=O)N1CCN(Cc2ccccc2)CC1)c1c[nH]c2ccccc12,101,2,-1,90,104,5,-3,1,nt
N#Cc1cc2[nH]c3ccccc3c2[n+](-c2ccc([N+](=O)[O-])cc2)c1N,100,0,2,111,104,-7,1,3,-3.8
CC(=O)Nc1ccc(S(=O)(=O)N[C@@H](C)C(=O)N2CCN(C/C=C/c3ccccc3)CC2)cc1,110,4,1,88,98,2,4,0,nt
COc1ccccc1-c1c(C(F)(F)F)oc2cc(OS(C)(=O)=O)ccc2c1=O,92,2,1,102,97,10,6,27,1.6
Cc1cccc(C(C(N)=O)c2ncc(C(F)(F)F)cc2Cl)c1 (centres undefined),105,10,5,94,98,1,-2,0,-3.1
CC1=C(C(=O)N2CCOCC2)C(c2ccccc2F)C2=C(CCCC2=O)N1 (centres undefined),99,3,0,103,95,1,10,1,-3.5
COCCN(Cc1cc2cc3c(cc2n2nnnc12)OCO3)C(=O)c1ccccc1F,93,-1,3,93,92,1,7,0,2.1
O=C(CSc1nnc(-c2ccccc2)o1)NC1CCS(=O)(=O)C1 (centres undefined),94,5,2,92,94,1,-5,0,-1.8
CCOC(=O)N1CCC(NC(=O)CCc2c(C)nc3c(c(C)nn3C(C)(C)C)c2C)CC1,103,2,0,126,91,-5,6,0,-0.2
C=CCn1c(COc2ccc3c(c2)CCCC3)nnc1SCC(=O)Nc1cccc(SC)c1,94,-4,7,125,93,-4,-1,1,2.3
Cc1cc(C)c(S(=O)(=O)Nc2c(C)n(C)n(-c3ccccc3)c2=O)cc1[N+](=O)[O-],97,nt,nt,99,103,nt,11,0,-1.0
COc1ccc(-n2cc(CNCC3CC(=O)N(C4CC4)C3)c(-c3ccccc3Cl)n2)cc1 (centres undefined),89,5,7,114,83,6,7,0,0.0
CCCn1cc(S(=O)(=O)c2ccc(C)cc2)c(=O)c2cc(OC)c(OC)cc21,102,2,0,99,99,-5,19,4,1.4
O=C1NCCc2c1[nH]c1c(Cl)ccc(Cl)c21,100,0,2,105,95,2,11,3,-2.5
COc1ccc(C)cc1NC(=O)CCNS(=O)(=O)c1ccc2c(c1)CC(C)N2C(C)=O (centres undefined),103,2,1,78,110,8,9,3,0.3
COc1ccc(Br)cc1CNC(=O)CCC(=O)n1nc(C)c2ccccc21,105,9,-8,94,111,6,1,2,4.5
CC1CCCCN1C(=O)Cc1ccc(Cl)cc1 (centres undefined),94,7,-1,101,86,6,-10,1,1.0
CN(C)C(CNC(=O)C1CCN(S(=O)(=O)c2ccccc2)CC1)c1ccccc1 (centres undefined),102,-1,0,99,92,-4,-8,0,-0.5
COc1ccc(CNCc2cccc(OC)c2OC)cc1Br,93,1,-3,95,74,4,3,4,0.3
O=C(O)c1cccc(S(=O)(=O)N(Cc2ccccc2)c2cccc(C(F)(F)F)c2)c1,91,4,6,74,89,-1,5,8,-0.3
CCCCN(CC)CCCNC(=O)c1cc2c(=O)n(CC)c3ccccc3c2s1,95,4,-13,108,98,0,14,1,-4.0
CCOc1ccc(Br)cc1S(=O)(=O)Nc1cccc(S(=O)(=O)N(C)C)c1,100,7,5,96,104,4,-15,2,0.4
CC(C)(C)NS(=O)(=O)c1ccc(CCC(=O)Nc2ccc3c(c2)OCO3)cc1,99,5,2,91,98,-8,-4,3,0.7
COc1ccc(CCNC(=O)CCc2nc3ccccc3[nH]2)cc1OC,110,5,8,95,98,2,3,0,0.8
Cc1ccc(C(=O)OCC(=O)NCC2CCCO2)c(C)c1 (centres undefined),113,7,-1,90,105,-1,10,3,0.6
COc1ccccc1NC(=O)CCCc1c[nH]c2ccccc12,93,-1,3,100,97,-2,-1,0,0.2
COc1cccc2cc(C(=O)N3CCN(c4ccccc4F)CC3)c(=O)oc12,86,4,0,119,81,3,5,0,-5.2
CCCOc1ccc(C(=O)NCC(c2cccs2)N(C)C)cc1 (centres undefined),105,0,4,69,103,-3,12,3,0.2
CC(=O)c1ccc(-c2nc3c4ccccc4ccn3c2C(C)=O)o1,100,11,2,108,109,12,-33,0,-4.8
COC(=O)c1cc(Br)cn1S(=O)(=O)c1ccccc1,103,1,8,95,107,5,7,0,1.7
CCOc1ccc(C(C)NC(=O)CCC(=O)O)cc1 (centres undefined),104,3,-1,108,106,-2,i,3,0.3
Cc1nn(Cc2cccc3ccccc23)c(C)c1NC(=O)c1cccnc1,96,4,1,151,100,9,-3,3,-2.9
Cn1c(Cc2cccs2)nnc1SCC(=O)N1CCc2ccccc21,130,1,-1,95,121,0,-1,0,3.1
CC(C)CCOc1ccc(C(=O)NCC(c2cccs2)N2CCOCC2)cc1 (centres undefined),113,3,5,102,103,-4,-2,2,-0.4
CCOc1ccccc1NC(=O)C1CCN(S(C)(=O)=O)CC1,101,5,4,107,101,0,25,0,0.3
O=[N+]([O-])c1ccc(Cl)c(/C=N/N2CCN(Cc3ccc(Cl)cc3)CC2)c1,101,2,8,76,101,-2,-4,0,3.2
Cc1cc(NS(=O)(=O)c2ccc(C3CCCCC3)cc2)no1,85,3,4,104,86,3,24,1,0.1
O=C(C[n+]1ccsc1)c1ccccc1,99,3,-2,101,100,6,-3,18,0.1
CC(C(=O)NCCS(=O)(=O)c1ccc(Cl)cc1)S(=O)(=O)c1ccc(Cl)cc1 (centres undefined),85,5,8,97,nt,0,9,1,0.5
Cc1ccccc1NC(=O)C1CCCN(S(=O)(=O)c2ccc3c(c2)C(C)(C)C(=O)N3C)C1 (centres undefined),105,5,-5,100,97,3,-21,3,1.2
CCCCn1c(N)c(N(Cc2ccccc2OC)C(=O)c2ccc([N+](=O)[O-])s2)c(=O)[nH]c1=O,110,-10,2,134,104,-19,8,2,1.7
CCC1CCc2sc(C(=O)N3CCN(c4ccccn4)CC3)cc2C1 (centres undefined),85,-1,-2,94,98,6,7,0,-2.2
COC(=O)c1cc2c(C)cc3ccc(C)cn3c-2c1C(=O)OC,108,93*,55*,92,105,99*,7,2,-13
O=C(Nc1cccc(Cl)c1)c1cncn1-c1ccc(F)cc1,100,-3,3,112,109,-14,-8,0,0.9
C#CCN1C(=O)S/C(=C/C=C/c2ccc(N(C)C)cc2)C1=O,87,55*,-36,93,84,44*,-213,0,nt
CCC(C)[C@H]1CN=C(N)N1CC1CCCCC1 (some centres undefined),99,4,2,98,104,1,20,0,0.5
O=C(c1cccc(S(=O)(=O)N2CCOCC2)c1)N1CCOCC1,102,5,3,88,98,13,27,0,3.0
CC(C)(C)c1ccc(-c2nnc(SCCC#N)n2C2CCCC2)cc1,86,1,-2,103,86,-4,-5,4,-0.7
Cc1ccc(S(=O)(=O)N/N=C\c2ccc(C)o2)cc1,103,2,-3,102,102,2,20,0,2.6
COc1ccccc1NC(=O)Cn1nnc(-c2ccccc2NC(=O)c2cnccn2)n1,106,2,0,103,100,-5,21,0,-1.0
O=C(O)c1nccnc1C(=O)Nc1ccc(Oc2c(Cl)cccc2Cl)nc1,116,7,7,107,99,3,31,0,-2.7
CC(C)Cn1cnc2c1c(=O)n(CC(O)c1ccccc1)c(=O)n2CC(C)C (centres undefined),107,-3,-1,108,98,-2,0,0,-1.6
O=C(O)c1cc(S(=O)(=O)Nc2cccc(Oc3ccccc3)c2)ccc1Br,105,2,0,112,98,0,3,21,3.0
O=c1c2ccccc2nc(COc2ccccc2)n1/N=C/c1ccc(O)cc1O,97,5,-11,101,96,5,0,10,-2.1
COc1ccc(/C=N/NC(=S)Nc2cc(C(F)(F)F)ccc2Cl)cc1,99,4,-2,97,92,10,-1,1,0.8
CC(C)(C)NCc1ccc(OCc2cccs2)cc1,99,8,-5,96,107,3,-10,0,nt
Cc1cc(C)n(CCN(C)c2nc3nonc3nc2N2CCCCC2)n1,114,9,4,98,107,11,-5,2,-1.2
COc1cccc(C(=O)NCCSc2ccc(C)cc2)c1,89,8,2,90,90,5,-11,0,-1.7
Cc1cc(C)n(CC(=O)N2CCCC(N3CCN(c4ccc(F)cc4)CC3)C2)n1 (centres undefined),97,-2,-5,91,93,-3,3,2,-0.8
O=C(CSCc1cc(=O)n2nc(C3CC3)sc2n1)Nc1ccc(F)cc1,106,2,1,94,107,8,-4,0,0.5

# (next part)
SMILES,AGP1-GFP MLPCN,BCLXL inh,GLD-1 RNA inh,Yeast superoxide,CIT2 TOR yeast,MCL1 BIM primary,VLA-4 inh,GRK2 inh,MEX-5 binding
CSC1=C(C#N)C(c2ccc3c(c2)OCO3)C2=C(CCCC2=O)N1 (centres undefined),93,2,6,105,nt,2,13,0,-1.3
COc1cccc(/C(O)=C/c2nc3ccc(C(=O)NCCc4cccc(C)c4)cc3[nH]c2=O)c1,95,0,4,84,91,9,-233,14,-11
CCCN1C(=O)C(NS(=O)(=O)c2ccc(N)cc2)(C(F)(F)F)C(C(=O)OC)=C1C (centres undefined),100,0,-36,92,97,-6,14,0,2.3
Cc1cccc(OCCn2c(=O)oc3ccc(C)cc32)c1,78,1,2,96,100,-3,2,0,1.8
Cc1c(C(=O)N2CCOCC2)c(S(=O)(=O)Nc2ccccc2F)c(C)n1C,91,6,8,87,108,7,4,0,-3.5
Cc1ccc(S(=O)(=O)NCc2ccccc2)cc1C(=O)NC1CCCCC1,79,-1,-1,111,93,-1,4,2,-3.1
COC(=O)c1ccccc1-c1ccc(/C=N/Nc2nc(N3CCCC3)nc(N3CCCC3)n2)o1,99,8,11,84,86,4,-5,0,1.6
O=C(O)c1ccccc1C(=O)Nc1ccc(Nc2ccc([N+](=O)[O-])cc2[N+](=O)[O-])cc1,96,0,0,101,95,5,-5,2,1.4
CC(=O)Nc1ccc(NC(=O)C(C)OC(=O)c2cccc(S(=O)(=O)N3CCCCC3)c2)cc1 (centres undefined),97,4,-5,97,98,-3,-21,4,-0.3
O=C(Nc1cc2c(cc1Br)OCCO2)c1cccnc1,107,2,5,96,108,2,13,2,1.1
CN1CCc2c(sc(/N=C/c3ccco3)c2C(N)=O)C1,107,46*,8,101,104,46*,3,7,-9.9
Cc1sc(NC(=O)CSc2nc(N)cc(N)n2)c(C#N)c1C,110,8,5,106,102,4,2,1,-1.4
CCOCCCNC(=O)c1cn(CC)c2ccc(S(=O)(=O)N3CCC(C)CC3)cc2c1=O,103,37*,1,101,105,15,26,4,-0.1

# Screens from PubChem.
